mIAP act – increases mouse intestinal alkaline phosphatase activity; muIAP, CDP-Star luminescence, 30 min; hits give high values; 1 = vehicle-only enzyme signal, 0 = enzyme-free wells; activation factor at 10 µM; hit rate 0.24% among 330,000;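 active = activation factor of at least 2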; also: the source names both 10 and 20 µM as test concentration; values of inactives mirror those of a sister screen read the other way
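also added = chemiluminescent substrate CDP-Star | test system = mouse IAP enzyme | signal = chemiluminescence readout | compound = DMSO-dissolved test compounds | incubation = 30 min at room temperature | benchmarks = DMSO wells, no-enzyme wells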
TIM10 inh – growth inhibitors of TIM10 yeast strain. inhibition, % at 10 µM. AID 463195. hit rate 1.4% among 330,000. S. cerevisiae TIM10 strain growth, BacTiter-Glo luminescence, 24 h;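 active = inhibition of 40% or more at the single tested concentration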;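 also: wild-type TIM10 isogenic control strain grown at permissive 25 °C; 0% = DMSO yeast wells and 100% = minimal medium wells without yeast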
mIAP inh – blocks mouse intestinal alkaline phosphatase | purified mouse IAP, CDP-Star luminescence, 30 min | inhibition, % at 10 µM | hit rate 0.2% among 330,000;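 active = inhibition of at least 40% at 10 µM in the primary screen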;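 also: plate controls were DMSO with enzyme for no effect and no enzyme wells for full effect; values of inactives mirror those of a sister screen read the other way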
NLRP3 yeast inh – blocks the NALP3 inflammasome reconstituted in yeast; Yeast reconstituted NLRP3/ASC/caspase-1, beta-gal luminescence, 24 h; inhibition, % at 10 µM; hit rate 0.39% among 330,000;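 active = inhibition of 50% or more; inactive = inhibition below 50%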;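 also: plate controls were induced DMSO wells for no effect and uninduced yeast grown without galactose for full effect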
hIAP block – blocks human intestinal alkaline phosphatase | P09923 | purified IAP, CDP-Star luminescence, 30 min | inhibition, % at 10 µM | hit rate 0.12% among 330,000;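 active = inhibition reaching a set limit with compound at 10 µM in the primary screen, cut at about 35% in these data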;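 also: plate controls were DMSO wells with enzyme for no effect and no-enzyme buffer wells for full effect; values of inactives mirror those of a sister screen read the other way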
beta cell repl – MIN6 beta-cell proliferation induction. AID 2380. proliferation, % at 10 µM. MIN6 cells proliferation, ATPlite luminescence, 48 h; cells starved in 0.2% serum; 100% = growth in 10% serum. hit rate 0.29% among 330,000;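 active = compounds whose signal lies at least 3.5 SD above the mean of all wells on their plate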;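 also: 0% = DMSO-treated cells in low-serum medium and 100% = 10% serum control; some compounds called inactive have numbers as strong as hits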
APOBEC3A inh – human APOBEC3A DNA deaminase inhibition; recombinant A3A, FAM/TAMRA ssDNA deamination fluorescence; hit rate 0.41% among 330,000; AID 493011; inhibition, % at 20 µM;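 active = at least 40% inhibition at 20 µM here, with at most 30% in a related deaminase screen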;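 also: plate controls were A3A with DMSO for no effect and wells lacking A3A enzyme for full effect; some results filed as inactive read as strong as hits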
tim10-1 inh – growth inhibitors of tim10-1 mutant yeast; hit rate 2.2% among 330,000; inhibition, % at 20 µM; AID 463190; S. cerevisiae tim10-1 ts strain growth, BacTiter-Glo, 24 h;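 active = inhibition of at least 40%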;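 also: mutant grown at 25 °C; 0% = DMSO wells with yeast and 100% = wells holding no yeast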
APOBEC3G inh – blocks human APOBEC3G single-stranded DNA deamination; Q9HC16; recombinant A3G, ssDNA deamination FAM/TAMRA fluorescence; inhibition, % at 20 µM; hit rate 0.28% among 330,000; AID 493012;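 active = inhibition of at least 40% at 20 µM, with no more than 30% in the related APOBEC3A deaminase screen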;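 also: plate controls were DMSO wells with A3G for no effect and wells lacking A3G enzyme for full effect; some compounds called inactive have numbers as strong as hits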
Numbers without * were called inactive.

Start of the listing, in advance, three compounds:
Letter code – A = mIAP act; B = TIM10 inh; C = mIAP inh; D = NLRP3 yeast inh; E = hIAP block; F = beta cell repl; G = APOBEC3A inh; H = tim10-1 inh; I = APOBEC3G inh
mol: COc1ccc(N2C(=O)/C(=C/c3ccc(C)o3)C(=O)NC2=S)c(OC)c1
  A: 0.89	B: -2	C: 11	D: 13	E: -47	F: 1	G: 16	H: 2	I: 9

mol: CC1CCC(NCCc2ccc3c(c2)OCO3)CC1 (stereo not drawn)
  A: 0.94	B: -8	C: 6	D: 23	E: 14	F: 3	G: 1	H: -13	I: 5

mol: Cc1ccc(Oc2cc(NN3CCCCC3)c([N+](=O)[O-])cc2[N+](=O)[O-])c([N+](=O)[O-])c1
  A: 0.84	B: 15	C: 16	D: 23	E: 11	F: -6	G: 5	H: 11	I: -4

Results, repeating the preview:
Letter code – A = mIAP act; B = TIM10 inh; C = mIAP inh; D = NLRP3 yeast inh; E = hIAP block; F = beta cell repl; G = APOBEC3A inh; H = tim10-1 inh; I = APOBEC3G inh
mol: COc1ccc(N2C(=O)/C(=C/c3ccc(C)o3)C(=O)NC2=S)c(OC)c1
  A: 0.89	B: -2	C: 11	D: 13	E: -47	F: 1	G: 16	H: 2	I: 9

mol: CC1CCC(NCCc2ccc3c(c2)OCO3)CC1 (stereo not drawn)
  A: 0.94	B: -8	C: 6	D: 23	E: 14	F: 3	G: 1	H: -13	I: 5

mol: Cc1ccc(Oc2cc(NN3CCCCC3)c([N+](=O)[O-])cc2[N+](=O)[O-])c([N+](=O)[O-])c1
  A: 0.84	B: 15	C: 16	D: 23	E: 11	F: -6	G: 5	H: 11	I: -4

mol: CC(=O)Nc1ccccc1C(=O)OCc1ccccc1F
  A: 1	B: 4	C: 0	D: 13	E: -9	F: 3	G: -6	H: 10	I: -16

mol: CC(=O)N(C)CC#CCN1CCC(O)CC1
  A: 1.1	B: 0	C: -12	D: -6	E: -18	F: 0	G: -3	H: -5	I: -10

mol: O=C(O)CP(=O)(O)c1ccc(Cl)cc1
  A: 0.97	B: 14	C: 3	D: 12	E: 2	F: -3	G: -4	H: 10	I: -6

mol: COc1ccc(C2C(C(=O)N3CCC4(CC3)OCCO4)CC(=O)N2c2ccc(OC)cc2)cc1 (stereo not drawn)
  A: 1	B: 22	C: 0	D: -2	E: 1	F: 3	G: 2	H: 6	I: 1

mol: CCOC(C[n+]1c(-c2ccccc2)cc(C)cc1-c1ccccc1)OCC
  A: 1	B: -4	C: 0	D: 12	E: -9	F: -1	G: 0	H: -9	I: 2

mol: Cc1ccc(S(=O)(=O)NCCC(=O)Nc2ccc(Cl)cc2C(=O)c2ccccc2)cc1
  A: 0.92	B: 8	C: 8	D: 10	E: 2	F: -2	G: -5	H: 21	I: -3

mol: CCCCCCCCc1ccc(O)cc1
  A: 0.9	B: -2	C: 10	D: 15	E: 19	F: -3	G: -4	H: 17	I: -10

mol: CCN(CC)Cc1c[nH]c2ccccc12
  A: 1	B: -6	C: -1	D: 23	E: -7	F: 2	G: -1	H: 9	I: 9

mol: C=CCOC(=O)C1=C(C)OC(N)=C(C#N)C12C(=O)N(CN1CCOCC1)c1ccccc12 (stereo not drawn)
  A: 0.96	B: -3	C: 4	D: 2	E: -1	F: 0	G: -1	H: 8	I: -5

mol: COc1cc(OC)c(OC)cc1CNCCc1ccc(OC)c(OC)c1
  A: 1	B: -13	C: 0	D: 14	E: -25	F: 2	G: -4	H: 8	I: -4

mol: Cc1ccc(N2Cc3ccccc3C2=N)cc1[N+](=O)[O-]
  A: 0.97	B: 16	C: 3	D: 15	E: -9	F: 0	G: 0	H: 3	I: -1

mol: CCn1c(=O)n(CC)c2cc([N+](=O)[O-])c(N3CCNCC3)cc21
  A: 0.93	B: -5	C: 7	D: -10	E: 6	F: 1	G: -2	H: 6	I: -10

mol: C=CCn1c(O)c(/C(C)=N/N2CCCCC2)c(=O)[nH]c1=O
  A: 1	B: 22	C: -1	D: 4	E: 9	F: -1	G: 0	H: 21	I: 0

mol: CN1C2CCC1CC(OC(=O)c1ccc(Cl)cc1)C2 (stereo not drawn)
  A: 0.94	B: -7	C: 6	D: 14	E: 15	F: -1	G: -5	H: 5	I: -7

mol: COCc1cc(OC(=O)N(C)C)nc(-c2ccccc2)n1
  A: 1	B: -9	C: -2	D: 15	E: -4	F: 2	G: -2	H: -3	I: -6

mol: CCn1cc(CN2CCCC(C(=O)c3cccc(OC)c3)C2)c(C)n1 (stereo not drawn)
  A: 0.95	B: 6	C: 5	D: 24	E: -5	F: 3	G: -1	H: 0	I: 6

mol: CC(=O)O[C@@H]1/C=C/[C@](C)(O)C[C@@H](C)C/C=C/[C@H]2[C@H](O)C(C)=C(C)[C@H]3[C@H](Cc4ccccc4)NC(=O)[C@@]123
  A: 0.94	B: -5	C: 6	D: 14	E: -6	F: -4	G: 0	H: 6	I: -7

mol: COc1ccc(-c2nc3ccccc3c(=O)n2-c2cccnc2)cc1
  A: 0.95	B: -1	C: 5	D: 4	E: 11	F: 0	G: -1	H: 17	I: -3

mol: COCCCN1CCN(c2nnc3n2-c2sc(Br)cc2C(c2ccccc2Cl)=NC3)CC1
  A: 0.91	B: 3	C: 9	D: 23	E: -3	F: -1	G: 6	H: 4	I: 1

mol: CCCNS(=O)(=O)c1ccc(OCC(=O)N2CCN(Cc3ccccc3)CC2)cc1
  A: 1	B: 2	C: -1	D: 20	E: 0	F: -3	G: -5	H: 9	I: -6

mol: C[C@]12CCC(=O)C=C1CC[C@@H]1[C@@H]2C(=O)C[C@]2(C)C(=O)CC[C@@H]12
  A: 1.1	B: 9	C: -13	D: 14	E: -5	F: -7	G: 1	H: 10	I: -1

mol: COc1cc(-c2ccc(N)c(OC)c2)ccc1N
  A: 0.96	B: -3	C: 4	D: 18	E: -1	F: -2	G: -2	H: -19	I: -9

mol: COc1ccc(-n2c(/C=C3/C(=O)Nc4ccccc43)nc3ccccc3c2=O)cc1
  A: 0.92	B: 8	C: 8	D: 6	E: 8	F: -1	G: 2	H: 18	I: -2

mol: CNC(=O)c1cccn(Cc2cccc(C(F)(F)F)c2)c1=O
  A: 0.9	B: 8	C: 10	D: 13	E: 11	F: -1	G: -1	H: -6	I: -7

mol: C[C@@H]1CC2(CCCC[N+]2(C)C)C[C@H]1C
  A: 0.95	B: 1	C: 5	D: 18	E: 3	F: 3	G: 81*	H: 6	I: 28

mol: CCC(=NCCC(c1ccccc1)c1ccccc1)c1c(O)n(C)c(=O)n(C)c1=O
  A: 0.95	B: -4	C: 5	D: 16	E: 5	F: 0	G: 0	H: -10	I: -6

mol: Cc1cc(C)n2c(Br)c(CN3CC4CC(C3)c3cccc(=O)n3C4)nc2n1 (stereo not drawn)
  A: 0.95	B: 3	C: 5	D: 15	E: 6	F: 3	G: -2	H: -6	I: -2

mol: CC(=Nc1c(C)n(C)n(-c2ccccc2)c1=O)c1c(O)n(Cc2ccccc2)c(=O)[nH]c1=O
  A: 1	B: -11	C: -1	D: 11	E: 19	F: 0	G: 0	H: 11	I: -5

mol: O=C(c1ccco1)c1cn(Cc2ccccc2Cl)c2ccccc12
  A: 0.91	B: 30	C: 9	D: 19	E: 7	F: -2	G: 3	H: 34	I: -1

mol: OC1(c2ccc(F)cc2)CC2CCC(C1)N2Cc1nnnn1C1CCCC1 (stereo not drawn)
  A: 0.98	B: 3	C: 2	D: 5	E: -8	F: -2	G: 5	H: 3	I: 6

mol: CCCC(C)C1(CC)C(=O)NC(=Nc2ccccc2)NC1=O (stereo not drawn)
  A: 0.94	B: 17	C: 6	D: -15	E: 5	F: -1	G: 2	H: 24	I: -4

mol: O=C1CCCC2=C1C(c1cccnc1)Nc1ccccc1N2 (stereo not drawn)
  A: 1.2	B: -19	C: -24	D: -13	E: -8	F: -1	G: -1	H: 16	I: -6

mol: Cc1cc(O)c(CN2CC=C(c3ccccc3)CC2)cc1C(C)C
  A: 0.93	B: -8	C: 7	D: 12	E: -8	F: -7	G: 6	H: 18	I: -7

mol: CN(C)CCN(CC1CCCN(Cc2ccccc2F)C1)C(=O)Cc1ccc(F)c(F)c1 (stereo not drawn)
  A: 0.97	B: -15	C: 2	D: 20	E: 4	F: -5	G: -6	H: -5	I: -9

mol: O=C(/C=C/C=C/c1ccccc1)CC1(O)C(=O)Nc2ccccc21 (stereo not drawn)
  A: 0.93	B: 21	C: 7	D: 2	E: 10	F: -5	G: 1	H: 21	I: -9

mol: Cc1ccccc1OCCN=Cc1c(O)n(C)c(=O)n(C)c1=O
  A: 1.1	B: 9	C: -8	D: 36	E: 25	F: -3	G: -1	H: 17	I: -4

mol: O=C(Cc1ccc(N(CCCl)CCCl)cc1)NC(Cc1ccc(Cl)cc1)C(=O)O (stereo not drawn)
  A: 0.97	B: 4	C: 3	D: 13	E: -4	F: 1	G: -7	H: -8	I: -4

mol: Nc1ccccc1C(=O)OCC(=O)N1CCc2ccccc21
  A: 1.1	B: 15	C: -9	D: 41	E: -2	F: -3	G: 1	H: 5	I: 0

mol: COc1ccc(C(O)c2cc(OC)ccc2OP(=O)(N(C)C)N(C)C)cc1 (stereo not drawn)
  A: 0.97	B: -5	C: 3	D: 17	E: -8	F: -2	G: 0	H: -1	I: -7

mol: COC(=O)C1=C(c2ccc(F)cc2OCc2ccccc2)C[C@@H]2CC[C@H]1N2C(=O)NCc1ccc(Cl)cc1
  A: 1.6	B: 2	C: -60	D: 14	E: -10	F: -7	G: -2	H: 20	I: -12

mol: COC(=O)C1=C(c2ccc(OC)c(OC)c2)C[C@@H]2CC[C@H]1N2C(=O)N1CCC(O)CC1
  A: 0.93	B: 4	C: 7	D: 13	E: -9	F: 2	G: -2	H: 2	I: -4

mol: CN(C)CCc1nc2ccccc2c(=O)n1-c1ccccc1
  A: 1.1	B: -9	C: -5	D: 1	E: -32	F: -1	G: -1	H: -1	I: -10

mol: CCOC(=O)c1c(C)n(Cc2ccco2)c2ccc(OC)cc12
  A: 1	B: -3	C: 0	D: 14	E: 1	F: -2	G: -5	H: 9	I: -5

mol: COP(=O)(OC)C1(Nc2ccc(C)cc2)CCCCC1
  A: 1	B: 7	C: -4	D: 3	E: -8	F: -3	G: -2	H: 28	I: -2

mol: CN1CCN(c2nc3ccccc3c(=O)n2-c2ccccc2)CC1
  A: 0.96	B: -3	C: 4	D: 4	E: -3	F: 0	G: -3	H: -11	I: -11

mol: COc1ccc(C(C)=O)cc1CC(C(=O)c1ccccc1)N(C)C (stereo not drawn)
  A: 1	B: 16	C: -1	D: 21	E: -5	F: 0	G: -4	H: 16	I: -9

mol: CN1C(=O)NC(=O)/C(=C\C=C\c2ccccc2[N+](=O)[O-])C1=O
  A: 0.91	B: 4	C: 9	D: -3	E: 3	F: -4	G: 1	H: 10	I: 10

mol: CC1=CC(C)C(COC(N)=O)(COC(N)=O)C(C)C1 (stereo not drawn)
  A: 1.2	B: -2	C: -17	D: 0	E: -14	F: 0	G: -3	H: 18	I: -6

High-throughput results as filed in PubChem BioAssay.

These rows are one share of the data (hit frequency here may not be typical).
